# Screening data as filed in PubChem BioAssay.
# MBD2 DNA inh – inhibitors of human MBD2 binding to methylated oligonucleotide; TR-FRET; 370,000 tested, 0.31% active; inhibition, % at 4.4 µM; AID 686964; Q9UBB5; in the data active = inhibition above about 13%
# SIAE primary – blocks human sialic acid acetylesterase; 370,000 tested, 0.69% active; Q9HAT2; AID 1053197; inhibition, % at 9.66 µM; SIAE FP-Rh probe binding, fluorescence polarization;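 active = inhibition above a cutoff: mean of compounds within the control limits plus 3 SD of those, cut at about 17% in these data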;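 also: 0% = plate median of compound wells and 100% = probe without SIAE protein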
# TDP2 inh – blocks human TDP2 phosphodiesterase activity. O95551. recombinant TDP2, T5PNP hydrolysis, p-nitrophenol absorbance 415 nm. inhibition, % at 12.8 µM. 370,000 tested, 0.34% active;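 active = inhibition above the mean of all tested compounds plus 3 SD, set per campaign, cut at about 25% in these data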;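 also: 0% = DMSO with enzyme and 100% = buffer with substrate but no TDP2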
# Target sequence (O95551 whole entry, looked up): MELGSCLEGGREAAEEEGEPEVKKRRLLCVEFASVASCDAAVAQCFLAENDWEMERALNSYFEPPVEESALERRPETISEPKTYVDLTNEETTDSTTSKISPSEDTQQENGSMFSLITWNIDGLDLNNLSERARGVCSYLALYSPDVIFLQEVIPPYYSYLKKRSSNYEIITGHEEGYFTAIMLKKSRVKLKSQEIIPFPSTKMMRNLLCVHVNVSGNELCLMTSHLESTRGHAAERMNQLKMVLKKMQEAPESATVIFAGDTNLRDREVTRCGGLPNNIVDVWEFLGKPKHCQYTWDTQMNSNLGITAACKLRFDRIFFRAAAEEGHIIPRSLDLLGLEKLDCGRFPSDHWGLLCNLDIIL
#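 test system = human TDP2 enzyme | input = TDP2 enzyme at 120 nM final | medium = 50 mM Tris-HCl pH 7.5 with Mg2+, KCl, DTT, BSA | also added = T5PNP substrate, 5 mM | times = 2 h at 37 °C | technique = epi absorbance | benchmarks = high control without enzyme, low control DMSO plus TDP2 | replication = each compound tested once, singlicate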
# PRMT1 FP inh – PRMT1 (human) inhibition, primary screen | recombinant PRMT1, activity-based probe fluorescence polarization | 370,000 tested, 1.3% active | inhibition, % at 2.79 µM | Q99873;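 active = inhibition above about 21% made by adding two undisclosed values, limit read from the data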
# Target sequence (Q99873 whole entry, looked up): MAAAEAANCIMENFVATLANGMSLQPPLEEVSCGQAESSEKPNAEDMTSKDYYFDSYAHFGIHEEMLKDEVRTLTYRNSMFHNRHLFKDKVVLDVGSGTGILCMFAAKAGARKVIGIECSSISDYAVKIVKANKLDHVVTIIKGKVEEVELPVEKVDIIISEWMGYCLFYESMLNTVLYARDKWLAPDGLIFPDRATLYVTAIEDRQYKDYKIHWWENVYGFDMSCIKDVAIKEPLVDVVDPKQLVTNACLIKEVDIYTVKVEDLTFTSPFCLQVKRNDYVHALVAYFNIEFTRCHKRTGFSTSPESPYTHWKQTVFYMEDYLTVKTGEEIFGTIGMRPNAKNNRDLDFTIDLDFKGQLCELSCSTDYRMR
# GC-B act – GC-B (human) receptor activation; P20594; HEK293-GC-B cells, CNP EC30, cGMP TR-FRET; 0% at EC30 CNP, 100% saturating CNP; activation, % at 10 µM; 370,000 tested, 0.11% active; AID 1920062;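 active = activation at 10 µM reaching about 35% in either raw or pattern-adjusted values, limit read from the data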
# HTRA1 inh – HTRA1 (human) protease inhibition; inhibition, % at 5.96 µM; Q92743; recombinant HTRA1, FP-rhodamine activity-based probe, fluorescence polarization; 340,000 tested, 0.5% active; in the data active = inhibition above about 36%;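 also: 0% = enzyme with DMSO and 100% = wells lacking enzyme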
# mABHD4 FP – inhibits mouse alpha/beta hydrolase domain 4 | Q8VD66 | purified mABHD4, FP-Rh probe fluorescence polarization | inhibition, % at 8.92 µM | 370,000 tested, 0.54% active;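 active = inhibition exceeding the mean over every tested compound plus 3 SD, cut at about 30% in these data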;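 also: 0% = plate median of compound wells and 100% = S159A mutant with DMSO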
# Target sequence (Q8VD66 whole entry, looked up, the tested form may be a part): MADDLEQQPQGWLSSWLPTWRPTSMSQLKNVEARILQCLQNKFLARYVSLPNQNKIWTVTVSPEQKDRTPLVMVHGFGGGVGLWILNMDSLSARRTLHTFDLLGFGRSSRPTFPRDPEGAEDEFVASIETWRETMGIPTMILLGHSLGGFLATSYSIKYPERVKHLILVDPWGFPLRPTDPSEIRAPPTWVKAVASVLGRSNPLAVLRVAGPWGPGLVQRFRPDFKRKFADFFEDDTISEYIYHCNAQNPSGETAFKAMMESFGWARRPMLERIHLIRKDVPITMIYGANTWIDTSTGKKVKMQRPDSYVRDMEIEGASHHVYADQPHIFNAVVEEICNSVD
#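 System: mouse ABHD4 enzyme, wild type / Medium: HEPES pH 7.0, NaCl, Pluronic buffer / Reagent: FP-Rh activity-based fluorescent probe / Control set: S159A mutant high control, sample median low control / Detection: fluorescence polarization with parallel and perpendicular emission, 525/598 nm / Schedule: 45 min + 60 min at 25 °C / Compound dosing: 8.92 µM, single dose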
# TCR-CD3 inh – human TCR-CD3 binding inhibition; 360,000 tested, 0.37% active; inhibition, % at 9.4 µM; TAMRA-labeled TCR probe fluorescence, biochemical; AID 651800; in the data active = inhibition above about 19%;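 also: recombinant mutant TCR 2C K166C tagged with TAMRA read by polarization; 0% = receptor in buffer alone and 100% = receptor with positive control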
# rCAG RNA binder – molecules binding r(CAG) RNA repeats. r(CAG) RNA repeat, TO-PRO-1 dye displacement fluorescence. inhibition, % at 3 µM. 370,000 tested, 1.3% active. AID 651821;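 active = inhibition above the plate cutoff, the mean of all test compounds on that plate plus 3 SD, cut at about 35% in these data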;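 also: 0% = DMSO alone and 100% = 100 µM mitoxantrone as full dye displacement; higher means more dye released from RNA so lower well fluorescence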
# LEDGF integ inh – blocks HIV-1 LEDGF/p75-dependent DNA integration; TR-FRET IN-LEDGF/p75 DNA integration, Eu/Cy5; inhibition, % at 3.7 µM; 370,000 tested, 0.64% active; AID 743269;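 active = inhibition above the screen-wide mean plus 3 SD, cut at about 13% in these data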;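 also: signal is the Cy5 over europium emission ratio at 671 and 618 nm; 0% = plate median of compound wells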
# Active calls of the source: *; · = not tested or not shown. Only part of the results is shown (hit frequency here may not be typical).
SMILES,MBD2 DNA inh,SIAE primary,TDP2 inh,PRMT1 FP inh,GC-B act,HTRA1 inh,mABHD4 FP,TCR-CD3 inh,rCAG RNA binder,LEDGF integ inh
C/C(=N/NC(=O)C(C)n1nc(C)c([N+](=O)[O-])c1C)c1ccc(OCC(N)=O)cc1 (stereo unspecified),-4,-3,6,2,-6,1,4,5,0,0
O=C(OCC(=O)N1CCOCC1)c1ccc2ccccc2c1O,5,-2,0,3,6,3,-2,7,2,-4
COc1ccc(N(C)C(=O)c2cc3c(Cl)nc4ccccc4c3s2)cc1,0,0,5,-1,1,-6,2,4,6,2
Cc1ccc(-c2nc3ccc(C)cn3c2Cc2ccccc2C(F)(F)F)cc1,-2,-8,1,-2,1,·,10,0,36*,4
CCOC(=O)N1CCN(C(=O)C[C@@H]2C[C@@]3(C(=O)OCC)CCC=C3N(Cc3ccccc3)C2=O)CC1,-2,2,-4,3,8,·,14,8,1,-5
CCc1ccc(N(CC(=O)NC(C)(C)C)C(=O)CCC(=O)Nc2ccccn2)cc1,-7,2,-9,-7,2,8,-1,4,-13,6
Cc1ccc(OC(=O)CN2C(=O)c3ccccc3C2=O)cc1C,4,1,-9,-1,-6,2,-7,0,-2,2
CCn1cc(C2=NOC(C(=O)Nc3ccc4c(c3)OCO4)C2)c(C)n1 (stereo unspecified),1,-29,-4,-1,1,6,-6,-2,0,-1
CCN(CC)c1ccc(/C=N/Nc2nc3ccccc3[nH]2)cc1,-2,17,-7,-4,-6,35,30*,0,8,1
CCC1CCCCN1C(=O)CCC(=O)Nc1nnc(C(F)(F)F)s1 (stereo unspecified),3,-5,-6,1,0,3,1,4,-1,2
COc1cc(C2c3cc4c(cc3C(O)C3COC(=O)C23)OCO4)cc(OC)c1OC (stereo unspecified),-2,4,1,3,-3,5,6,-3,-1,5
COC(=O)c1ccc(CNC(=O)N2CCN(S(=O)(=O)c3ccc(C)cc3)CC2)cc1,4,-8,8,0,1,-1,-4,5,-6,-1
COc1cc2oc3ccc(C#Cc4ccc(N)cc4)cc3c(=O)c2cc1OC,1,-3,7,-2,2,-23,-8,2,24,0
CCOC(=O)c1csc(NC(=O)CCSc2ccccc2)n1,0,-8,-5,-1,5,-22,-5,7,-6,2
CCC(CC)C(=O)c1c[nH]c(C(=O)N2CCN(c3ccc(OC)cc3)CC2)c1,1,9,8,-2,-3,1,-1,-9,-7,2
COc1ccc(S(=O)(=O)N(C)C[C@H]2Oc3ncc(Br)cc3C(=O)N([C@@H](C)CO)C[C@@H]2C)cc1,1,4,0,1,3,3,-7,1,-1,1
O=S(=O)(CCN1CCCCC1)CCS(=O)(=O)CCN1CCCCC1,-1,-1,-5,-5,4,6,-9,-3,0,2
CCOc1ccc(C2C(C#N)=C(N)Oc3cc(O)ccc32)cc1OCC (stereo unspecified),0,-6,-1,4,-5,2,5,-1,5,-3
O=C(C(=O)N1CCN(c2ccncc2)CC1)c1cccc(Br)c1,-7,-3,8,-9,-7,·,18,3,3,2
CCOc1cc(/C=C2\SC(=S)N(NS(=O)(=O)c3ccccc3)C2=O)ccc1O,-5,-139,23,-1,-8,-164,-152,-60,47*,1
Cc1cc(-c2cccnc2)c(C#N)c(SCc2cccc(F)c2)n1,1,-6,5,1,0,3,-2,2,6,-3
COc1ccc(OCC(O)Cn2c(=N)n(Cc3ccccc3)c3ccccc32)cc1 (stereo unspecified),-5,6,-8,-2,-10,2,-1,2,15,4
CCN(C(=O)CSc1nnc(-c2ccccc2)o1)c1c(N)n(Cc2ccccc2)c(=O)[nH]c1=O,-2,5,-11,-2,1,1,-2,1,-1,4
CCn1c(SCC(=O)Nc2ccc(C(C)=O)cc2)nnc1C1CC1,2,2,-4,3,2,-2,-4,-6,-1,3
CCc1c(C)sc(NC(=O)C2CC(c3c(F)cccc3Cl)=NO2)c1C#N (stereo unspecified),-2,2,8,-4,0,-22,-4,5,3,0
SMILES,MBD2 DNA inh,SIAE primary,TDP2 inh,PRMT1 FP inh,GC-B act,HTRA1 inh,mABHD4 FP,TCR-CD3 inh,rCAG RNA binder,LEDGF integ inh
Cc1ccc(C(C)NC(=O)c2ccco2)cc1C (stereo unspecified),7,3,-14,-1,-1,1,3,-1,-4,-7
COC(=O)c1cc(NC(=O)c2c(-c3c(Cl)cccc3Cl)noc2C)ccc1N1CCOCC1,2,7,-4,-1,5,-3,1,5,-3,-5
CCOc1ccc(S(=O)(=O)Nc2ccc(Cl)cn2)c(C)c1C,2,-5,4,2,0,-7,0,-2,15,1
CC(C)(C)Nc1c(N)c(=O)oc2ccccc12,-11,2,1,0,-17,-3,1,9,-2,-4
COc1ccc(C(=O)Nc2nc(CC(=O)NCc3c(F)cccc3F)cs2)cc1,-5,0,-2,-2,3,-8,-4,6,2,-2
CCCN1C(=O)NC2(O)C(=O)c3ccccc3C12O (stereo unspecified),-3,-2,-5,-1,-1,1,6,7,4,0
Cn1cc(Cl)c(C(=O)N2CCN(c3ncccn3)CC2)n1,-6,6,9,-1,-1,2,5,1,3,-1
CC1CN(S(=O)(=O)c2cccc(C(=O)Nc3ccc(S(=O)(=O)NC4=NCCCCC4)cc3)c2)CC(C)O1 (stereo unspecified),-2,-3,-8,-2,1,-4,-1,5,5,-1
Nc1nc(NCc2ccccc2Cl)n(-c2ccccc2)n1,1,1,-10,1,-2,-1,-5,-10,2,0
Cc1cccc2nc(-c3ccccc3)c(-c3ccc(CN4CCC5(CC4)CNc4ccccc45)cc3)nc12,-5,3,9,-5,1,·,12,1,11,3
COc1cccc(CN(C)C(=O)[C@@H](Cc2ccccc2)NC(=O)[C@H]2O[C@@H](n3ccc(=O)[nH]c3=O)[C@H](O)[C@@H]2O)c1,-3,-3,3,1,-4,·,-1,0,1,5
CCOC(=O)CSc1nnc(-c2ccc(S(=O)(=O)N3CCC(C)CC3)cc2)o1,4,-1,0,0,-1,0,2,1,0,0
CC(=O)c1ccc(Oc2cc(C)nc(NCc3ccccc3)n2)cc1,-5,5,6,-1,-1,-11,0,1,-3,2
Cc1ccc(NC(=O)c2ccc(Nc3c([N+](=O)[O-])cc([N+](=O)[O-])cc3[N+](=O)[O-])cc2)cc1,2,6,5,4,-4,21,9,-1,18,2
COc1ccc(C(C)=O)cc1CS(=O)(=O)CC(=O)O,0,4,-7,-7,0,1,-7,3,-1,8
C/C(=N\NC(=O)c1[nH]c2c([N+](=O)[O-])cc(C)cc2c1-c1ccccc1)c1cccnc1,-7,-4,2,-4,-1,-5,7,5,7,1
C/C(=N/NC(=O)CN1CCN(S(=O)(=O)c2ccc(C)cc2)CC1)c1ccco1,-3,4,10,-3,2,-2,0,1,-3,-3
COc1cc(C2/C(=C(\O)c3cc(C)ccc3C)C(=O)C(=O)N2CCN(C)C)ccc1O (stereo unspecified),0,8,-5,-2,6,2,12,7,-3,1
COc1ccc(Cl)cc1Nc1cc(C)nc2nc(C)nn12,-3,-7,-1,2,2,-2,-1,-3,0,0
O=C(CSc1ccccc1)N(c1ccc(Br)cc1)c1nccs1,-2,-7,-20,-4,-6,-21,-21,1,0,1
Cc1cc(NC(=O)Nc2cc(F)ccc2F)no1,-1,7,12,2,1,-3,9,12,-1,-1
Clc1ccccc1-c1nnc2sc(-c3ccncc3)nn12,3,5,3,2,-1,0,2,-4,3,2
O=C(O)CCCCCNC(=O)CSc1nnc(-c2ccco2)n1-c1ccccc1,-6,1,-1,1,2,4,2,-5,-1,-5
COc1ccc(/C=C2/SC(=O)N(CCNC(=O)C3COc4ccccc4O3)C2=O)cc1 (stereo unspecified),2,-4,-6,2,-1,5,4,-7,1,-5
C[C@@H]1CN([C@H](C)CO)C(=O)CCCn2cc(nn2)CO[C@H]1CN(C)S(=O)(=O)c1ccccc1C#N,-1,0,8,4,3,-2,1,4,2,0
SMILES,MBD2 DNA inh,SIAE primary,TDP2 inh,PRMT1 FP inh,GC-B act,HTRA1 inh,mABHD4 FP,TCR-CD3 inh,rCAG RNA binder,LEDGF integ inh
COc1cccc(CN(C)C(=O)c2cccc(S(=O)(=O)NCc3ccccc3)c2)c1OC,3,-2,-6,0,4,-2,2,-1,-5,-7
O=S(=O)(c1ccc(F)c(F)c1)N1CCN(c2ccccn2)CC1,-7,4,4,6,1,1,-6,5,-4,0
Cc1ccc(C)c(CN2CCC(n3nccc3NC(=O)C3CCCC3)CC2)c1,-3,-3,5,1,-4,-3,-1,4,-7,-1
CC(C)c1ccccc1NC(=O)C1CCCN(C(=O)c2ccc(Cl)cc2)C1 (stereo unspecified),-1,4,-6,3,-5,0,-2,-9,-10,-6
Cc1ccc(CNC(=O)CCSCc2ccccc2F)cc1,6,4,2,0,0,-13,1,-1,-8,-3
COC(=O)C1C(=O)C2=C(CC1C)NC(C)=C(C(=O)OC(C)C)C2c1ccc(C)o1 (stereo unspecified),-1,1,6,0,-15,3,2,2,-3,-1
O=C(Cn1nc(-c2ccc(Cl)cc2)c2ccccc2c1=O)NN1CCOCC1,3,1,10,-3,-4,·,-11,0,-10,-1
O=C(O)/C=C/C(=O)Nc1ccc2c(c1)C(=O)c1ccccc1C2=O,-17,-15,-4,15,-7,12,18,-7,17,-5
COc1ccc(/C=C/C(=O)C(C(N)=O)=C2SCCS2)cc1,-6,-2,2,-1,8,4,4,-5,2,2
C=CCn1c(SCC(=O)N2CCOCC2)nc2c([nH]c3ccccc32)c1=O,1,-1,1,2,-8,5,3,-5,-1,2
COc1ccc(N(CC(=O)O)S(=O)(=O)c2cccnc2)cc1,-1,-4,10,1,3,4,-3,1,4,-2
COc1ccc(CC(=O)Nc2nncs2)cc1OC,4,0,2,-1,6,1,1,3,-1,-2
O=C(Nc1ccc(F)c(Cl)c1)C1CC2CCC1C2 (stereo unspecified),0,-1,10,0,-2,-13,-16,-1,-1,3
CC(NC(=O)Nc1cccc([N+](=O)[O-])c1)(C(F)(F)F)C(F)(F)F,-4,-5,10,-1,5,-7,6,2,2,1
CCc1nc2c(OCCC3CCCCC3)cccn2c1N(C=O)Cc1ccccc1,1,-3,-6,0,6,·,7,3,3,-1
O=C(NCc1cccnc1)c1ccc(-c2ccc(F)c(F)c2)c2ccoc12,4,0,-5,-2,13,·,-3,2,1,2
CC(C)(C)c1ccc(OC(=O)c2ccc3nsnc3c2)cc1,4,-3,6,5,-4,-8,-3,-5,-1,-5
Clc1ccc(Cn2nnc3ccccc32)cc1,-1,0,12,0,-4,-4,0,5,-1,-1

# Single entries from the list.
# `Cc1ccc(CNC(=O)CCSCc2ccccc2F)cc1` in rCAG RNA binder is listed with -8
# `Clc1ccc(Cn2nnc3ccccc32)cc1` in TCR-CD3 inh is listed with 5

# Only mABHD4 FP (three entries from above):
molecule	mABHD4 FP
CC(NC(=O)Nc1cccc([N+](=O)[O-])c1)(C(F)(F)F)C(F)(F)F	6
CCc1nc2c(OCCC3CCCCC3)cccn2c1N(C=O)Cc1ccccc1	7
O=C(NCc1cccnc1)c1ccc(-c2ccc(F)c(F)c2)c2ccoc12	-3
